Screens deposited in PubChem by several laboratories.
Rin1-Abl PPI inh = human Rin1-Abl interaction inhibition. TR-FRET Rin1/Abl binding, biochemical. 0.4% of 360,000 active. P00519+Q13671. inhibition, % at 7.35 µM; in the data active = inhibition above about 5%, passing the limit was not always enough
MT1-MMP act inh = inhibitors of human MT1-MMP activation; 0.061% of 360,000 active; AID 651647; HT1080 RFP-PRO-GFP cells, GFP/RFP ratio fluorescence, overnight; percent of plate control window, DMSO zero; GFP/RFP ratio change, % at 20 µM;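 active = GFP/RFP ratio change of at least 30% with cell ATP level not reduced by more than half and red fluorescence within 50% of control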; also: strong numbers were not always called active
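Compound: 20 µM single dose, 1% DMSO / System: HT1080 RFP-PRO-GFP cells / Controls: DMSO and RFP-L50D-GFP cell wells / Read-out basis: GFP/RFP fluorescence ratio / Schedule: overnight compound exposure at 37 °C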
MsrA act = bovine methionine sulfoxide reductase A activation; activation, % at 10.6 µM; 0.3% of 360,000 active; purified bovine MsrA, absorbance read-out; in the data active = activation above about 7.5%;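 also: 0% = vehicle and 100% = reference activator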
Rpn11 block = inhibitors of human proteasome Rpn11. calls only at 20 µM. human 26S proteasome, Ub4-pepOG fluorescence polarization; 20S core pre-blocked with epoxomicin. 0.59% of 360,000 active. AID 588493. O00487;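 active = inhibition at 20 µM, scaled to each plate's controls, above about 33%, limit read from the data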
PABP1 MLLE inh = inhibitors of microRNA-mediated deadenylation, human PABP1 MLLE binding. 0.36% of 360,000 active. GST-MLLE / FITC-PAM2 fluorescence polarization. P11940. inhibition, % at 20 µM. AID 588489; in the data active = inhibition above about 35%, passing the limit was not always enough;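 also: plate controls were DMSO wells with GST-MLLE for no effect and wells lacking GST-MLLE protein for full effect; some results filed as inactive read as strong as hits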
Target sequence (P11940 whole entry, looked up): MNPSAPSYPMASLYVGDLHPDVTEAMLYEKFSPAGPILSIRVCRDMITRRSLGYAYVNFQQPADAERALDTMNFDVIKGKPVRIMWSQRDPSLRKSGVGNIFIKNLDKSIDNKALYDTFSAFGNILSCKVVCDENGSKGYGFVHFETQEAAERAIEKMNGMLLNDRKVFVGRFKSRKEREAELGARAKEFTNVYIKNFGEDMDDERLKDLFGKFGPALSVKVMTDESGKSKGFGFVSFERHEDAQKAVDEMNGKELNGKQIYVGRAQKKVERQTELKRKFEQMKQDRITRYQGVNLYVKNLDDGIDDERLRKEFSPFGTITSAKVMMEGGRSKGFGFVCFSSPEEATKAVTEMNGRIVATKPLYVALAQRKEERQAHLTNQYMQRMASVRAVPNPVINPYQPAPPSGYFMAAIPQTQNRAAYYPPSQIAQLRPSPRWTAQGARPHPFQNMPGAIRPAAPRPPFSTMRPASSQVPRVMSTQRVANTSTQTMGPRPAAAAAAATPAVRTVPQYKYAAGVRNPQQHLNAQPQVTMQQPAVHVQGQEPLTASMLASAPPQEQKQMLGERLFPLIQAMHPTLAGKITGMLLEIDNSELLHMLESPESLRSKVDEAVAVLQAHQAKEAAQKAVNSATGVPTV
CSN inh = CSN deneddylation inhibition; Q92905; 0.38% of 360,000 active; AID 651999; inhibition, % at 12.5 µM; Purified CSN, SCF-Nedd8-OG deneddylation, fluorescence polarization;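 active = pattern-corrected inhibition above about 35%, with an unprinted fluorescence ratio check between 0.5 and 1.5, limit read from the data, passing the limit was not always enough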;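 also: 0% = enzyme with substrate and 100% = substrate without enzyme; some results filed as inactive read as strong as hits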
Target sequence (Q92905 whole entry, looked up, one chain of several): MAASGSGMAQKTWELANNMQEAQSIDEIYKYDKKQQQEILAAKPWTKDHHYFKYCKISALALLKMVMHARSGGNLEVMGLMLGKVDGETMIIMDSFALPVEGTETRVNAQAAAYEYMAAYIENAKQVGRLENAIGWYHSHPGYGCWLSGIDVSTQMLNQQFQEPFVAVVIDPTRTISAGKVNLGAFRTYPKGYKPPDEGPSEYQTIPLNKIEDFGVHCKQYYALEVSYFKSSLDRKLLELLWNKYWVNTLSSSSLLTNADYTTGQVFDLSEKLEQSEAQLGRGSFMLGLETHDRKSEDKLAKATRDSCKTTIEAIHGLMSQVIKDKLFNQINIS
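Assay system: HEK293T-derived human Csn5 enzyme; quantity: 0.24 nM enzyme; medium: Tris/NaCl/DTT buffer, pH 7.5; also added: substrate SCFSkp2-Nedd8OG, 10 nM; doses: 12.5 µM compound; schedule: 90 min reaction at room temperature; signal: FP; read-out: % inhibition of substrate cleavage by Csn5; benchmarks: substrate-only high control, full reaction low control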
MsrA inhibitor = inhibits bovine methionine sulfoxide reductase A; 0.75% of 360,000 active; AID 651718; purified bovine MsrA, absorbance read-out; inhibition, % at 15.5 µM; in the data active = inhibition above about 4.5%;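 also: 0% = vehicle wells with enzyme and 100% = reference inhibitor wells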
E coli Lon inh = inhibits E. coli Lon protease | purified E. coli Lon protease, fluorescence polarization | inhibition, % at 7.94 µM | 0.42% of 360,000 active | AID 602123; in the data active = inhibition above about 13%, passing the limit was not always enough;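 also: 0% = enzyme with probe and DMSO and 100% = no enzyme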
FAS-TE inh = blocks the thioesterase domain of human fatty acid synthase. P49327. 0.67% of 360,000 active. recombinant FAS-TE, OMFH fluorogenic substrate, fluorescence endpoint. AID 602261. inhibition, % at 15 µM;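 active = compounds whose normalised, plate-corrected inhibition of enzyme fluorescence in the single-dose primary screen is 50% or more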;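 also: 0% = DMSO with enzyme and 100% = substrate without enzyme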
Active calls of the source: *; i = inactive; nt = not tested or not shown. Compounds as they come. Share with any hit: about 3.7%.

Structure,Rpn11 block,MT1-MMP act inh,MsrA inhibitor,Rin1-Abl PPI inh,E coli Lon inh,FAS-TE inh,CSN inh,MsrA act,PABP1 MLLE inh
CC(Cl)C(=O)NNc1cccc(Cl)n1 (centres undefined),i,-1,0.6,0,-6,-7,0,-8,2
Cc1n[nH]c(C)c1Cc1ccc(C(=O)O)cc1,i,6,0.3,-2,5,-10,4,-9,2
COC(=O)[C@]12CCCCC=C1N(Cc1ccco1)C(=O)[C@H](CC(=O)NCc1ccc(C)o1)C2,nt,1,1.4,nt,-3,-6,4,-5,nt
CC(=O)Nc1ccc(S(=O)(=O)NC2CC(=O)N(c3ccc(C)c(C)c3)C2)cc1 (centres undefined),i,-2,1.1,3,-7,-2,-1,-2,5
CN(CC(=O)Nc1cccc(F)c1)C(=O)CN1C(=O)NC2(CCCCC2)C1=O,i,4,1.1,-1,0,-6,0,0,5
O=C(CN1CCN(C(=O)C2CCN(C(=O)/C=C/c3ccccc3)CC2)CC1)Nc1ccccc1Cl,i,5,1.5,0,1,-6,2,-10,-60
CC(C)Cn1c(N)c(C(=O)COC(=O)/C=C/c2cccs2)c(=O)n(C)c1=O,i,-5,-0.1,-5,6,12,-4,-4,6
N/C(=N\OC(=O)CCc1ccccc1)c1ccc(Br)cc1,i,8,0.0,-4,-2,7,4,-5,-15
Cn1c(=O)c2c(nc(SCCN3CCOCC3)n2Cc2ccccc2)n(C)c1=O,i,2,-1.6,-3,-1,-2,-3,-2,-15
O=C(NCc1ccco1)c1ccc(N2CCCC2=O)cc1,i,1,0.6,-1,-6,-2,1,-1,8
CCOc1cc2c(C#N)c(N3CCCC3)nc(N)c2c(N)n1,i,4,-0.6,1,-18,1,1,-2,-3
Cc1c(NC(=O)N(C)c2ccccc2)c(=O)n(-c2ccccc2)n1C,i,2,0.6,-2,-5,-7,-6,-3,4
COc1cc2c(cc1OC)C(C)N(C(=O)c1cc3ccccc3o1)CC2 (centres undefined),i,-8,-0.7,2,-3,5,-2,-3,3
C[C@@H]1CN([C@H](C)CO)C(=O)c2cc(NS(=O)(=O)c3cn(C)cn3)ccc2O[C@H]1CN(C)C(=O)Nc1ccccc1,i,1,-0.2,-1,7,-11,-4,-3,10
CC(C)c1ccc(NC(=O)C2C3C=CC4(O3)C2C(=O)N(CCCN2CCOCC2)C4C(=O)NC2CCCCC2)cc1 (centres undefined),i,3,0.5,-1,7,-2,0,1,-12
COc1ccc(N(C)S(=O)(=O)c2cccc3cccnc23)c(OC)c1,i,-3,-0.6,-3,-1,-4,-4,-9,-5
O=C(NCCCN1CCCC1=O)NC1CCCCC1,i,13,1.1,0,-8,-7,0,0,8
O=C(CCn1c(=O)[nH]c2ccsc2c1=O)NCc1ccc(F)cc1,i,4,-0.5,-2,-2,-3,2,-3,-7
O=C(Nc1cccc(Cl)c1Cl)c1ccccc1NC(=O)C1CC=CCC1C(=O)O (centres undefined),i,-3,0.7,4,-6,-2,0,-3,-6
Clc1cccc(-c2cccc3nccn23)c1Cl,i,-8,1.3,0,6,-4,6,0,-22
O=C(C(c1ccccc1)C(O)(c1ccccc1)c1ccccc1)N1CCOCC1 (centres undefined),i,-5,0.1,3,2,6,2,-1,15
NC(=O)C1CCN(c2nc(-c3ccc4ccccc4c3)cs2)CC1,i,2,-0.6,0,5,-5,4,-6,11
S=c1[nH]nc(Nc2cccc3ccccc23)s1,i,3,1.8,-2,-6,-2,-1,8.8*,22
O=C1CN(C(=S)NC(=O)c2ccccc2[N+](=O)[O-])CCN1,i,0,-0.1,-1,-6,-5,-2,-10,-3
O=C(OC(C(=O)NC1CCCC1)c1ccccn1)c1cccs1 (centres undefined),i,4,1.4,1,4,-6,4,1,7
NC(=O)c1cc2ccccc2o/c1=N/NC(=O)c1cccc(F)c1,i,4,2.6,-1,-1,-4,-1,-3,-3
COc1cccc2c(=O)c3ccoc3n(C)c12,i,-3,0.2,1,-8,-5,0,-8,-24
CCOc1ccccc1N1CCN(c2nc3ccccc3nc2C(C#N)C(=O)OC)CC1 (centres undefined),i,-22,-0.5,1,8,35,-4,-1,-2
COc1cc(CCC(=O)N2CCN(S(=O)(=O)c3ccc(C)c(C)c3)CC2)cc(OC)c1OC,i,-1,nt,-3,3,2,-4,-1,-22
CN(C)c1ccc(NC(=O)CSc2nc3ccccc3c(=O)n2CC2CCCO2)cc1 (centres undefined),i,-4,0.1,0,-12,-1,0,-3,0
O=C(NCCc1ccco1)C(=O)NCC1OCCCN1S(=O)(=O)c1ccc(Cl)cc1 (centres undefined),i,-2,-1.6,-2,4,-2,3,1,-4
CCOC(=O)Cc1csc(NC(=O)c2ccc(S(=O)(=O)N(CCOC)CCOC)cc2)n1,i,nt,0.4,4,0,-8,0,-13,7
OCCN1CCN(CCCN2c3ccccc3Sc3ccc(C(F)(F)F)cc32)CC1,i,-4,-1.4,-1,2,2,0,0,-15
COc1ccc([N+](=O)[O-])cc1NC(=O)C(C)OC(=O)CSC(C)C(=O)Nc1cc(C)on1 (centres undefined),i,6,3.1,0,-3,2,-7,-2,11
Cc1n[nH]c(=O)c2c(NC(=O)CSc3nnnn3-c3ccc(O)cc3)oc(C)c12,i,4,1.5,-1,-3,-2,-2,0,-84
C#CC[N+]1(CC#Cc2ccc(C#CC[N+]3(CC#C)CCOCC3)cc2)CCOCC1,i,-6,nt,-1,-6,-10,10,-16,1
O=C(CCS(=O)(=O)c1cccs1)Nc1ccc(C(=O)NCc2ccccc2)cc1,i,1,1.7,4,-5,-9,5,2,-19
N#CC1=C(N)OC2=C(C(=O)CCC2)C12CCN(C(=O)OCc1ccccc1)CC2,i,-2,0.7,-2,9,9,-5,-4,-4
O=c1[nH]c2cccc(F)c2n2cccc12,i,0,0.6,3,8,-1,-2,-1,-2
CN(C(=O)c1ccno1)c1nnc(-c2cccnc2)s1,i,-6,0.6,-2,-7,-5,-1,-4,22
CC(C)(C)C(=O)Nc1ccc(S(=O)(=O)Nc2nccs2)cc1,i,3,0.6,1,-2,-5,-6,-1,3
COc1cccc(NC(=O)COC(=O)c2c(NC(C)=O)sc(C)c2C)c1,i,-3,0.6,1,-11,-2,4,-1,18
COC(=O)C(Cc1ccccc1)NC(=O)C(CC(C)C)NC(=O)OC(C)(C)C (centres undefined),i,1,0.1,3,6,-14,-2,-6,11
Cc1ccc(NC(=O)c2ccco2)c(NC(=O)COc2ccccc2)c1,i,2,-0.7,0,-7,-4,6,-1,-1
O=C(CCN1CCN(c2ccccc2)CC1)Nc1ccc(Cl)cc1,i,5,0.1,-1,-10,2,3,0,-5
O=C(CCc1ccccc1)NCC(=O)N/N=C/c1ccc(O)cc1O,i,7,2.3,-4,-6,-4,-3,-4,-7
C[C@@H]1CCC(=O)N(CC[C@H](Oc2ccccc2)c2ccccc2)CC1,i,1,1.2,-1,-4,4,-2,-1,2
O=C(O)CCC(CNS(=O)(=O)c1ccccc1)C(F)(F)F (centres undefined),i,1,0.3,-2,-1,-4,-6,-2,16
CCc1ccc(N2CC(C(=O)OCC(=O)NNC(=O)c3ccccc3)CC2=O)cc1 (centres undefined),i,2,0.1,-2,3,-5,2,-1,-9
CCCN(C(=O)COC(=O)c1nc2nc(C)cc(C)n2n1)C1CCS(=O)(=O)C1 (centres undefined),i,-2,-0.5,1,-4,-7,0,-1,-8
CCNC(=O)CSc1nc(-c2ccccc2)cs1,i,3,0.2,3,-3,-8,8,-2,4
CC(=NCCCn1ccnc1)c1c(O)n(Cc2ccccc2)c(=O)[nH]c1=O,i,-4,0.8,-4,-7,-9,3,-4,-2
O=C1C=C(O)c2c(O)cc(O)c(O)c2C1=O,i,-5,1.2,58*,-3,3,-41,-4,121
O=C(COC(=O)Cc1ccccc1[N+](=O)[O-])Nc1nnc(-c2ccccc2)o1,i,1,-0.4,3,-6,-1,1,-12,-6
O=c1c2ccccc2nc2sc3ccccc3n12,i,-5,2.2,2,-15,2,0,-8,4
O=C(NCc1ccccc1)c1ccc([N+](=O)[O-])cc1,i,0,0.4,0,9,10,-2,-4,5
CCOc1ccc(S(=O)(=O)Nc2ccc(C(=O)N3CCCC3)cc2)cc1C(N)=O,i,5,0.4,-2,-1,-2,0,-2,-1
COc1ccc(OC)c(S(=O)(=O)N(C)CC(=O)Nc2cc(Cl)ccc2OC)c1,i,0,0.2,1,-16,15,3,-1,12
CCN(C(=O)Cn1c(Cl)nc2c1c(=O)n(C)c(=O)n2C)C1CCCCC1,i,4,-0.6,4,-5,-5,4,-6,-3
O=C(OCC(=O)N1CCc2ccccc21)c1cncc(Br)c1,i,-3,0.2,0,-3,10,2,-3,-6

Next part:
Structure,Rpn11 block,MT1-MMP act inh,MsrA inhibitor,Rin1-Abl PPI inh,E coli Lon inh,FAS-TE inh,CSN inh,MsrA act,PABP1 MLLE inh
Cc1ccc(-c2nnc(NC(=O)C3=COCCO3)o2)c(C)c1,i,nt,1.7,-4,-8,-1,3,-11,8
CCOc1ccc(N(CC(=O)NN=C2CCN(C)CC2)S(C)(=O)=O)cc1,i,2,-1.8,-3,4,-8,-1,-6,1
O=C(COC(=O)C1COc2ccccc2O1)Nc1cccc(F)c1 (centres undefined),i,-4,-1.2,4,-1,-4,-1,-2,10
Cc1ccnc(NCc2ccc(Br)cc2)c1,i,2,1.1,2,3,1,1,-1,-3

MsrA act: entries above that show a hit
SMILES | Rpn11 block | MT1-MMP act inh | MsrA inhibitor | Rin1-Abl PPI inh | E coli Lon inh | CSN inh | MsrA act | PABP1 MLLE inh
S=c1[nH]nc(Nc2cccc3ccccc23)s1 | i | 3 | 1.8 | -2 | -6 | -1 | 8.8* | 22
